# High-throughput results from PubChem BioAssay.
# L major viab: reduces viability of Leishmania major promastigotes; resazurin fluorescence viability; inhibition, % at 10 µM; 9% of 200,000 active; AID 1063; in the data active means inhibition above about 50%;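 further: promastigotes grown with compound for 44 hours at 28 °C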
# PMI act hi M6P: activators of human phosphomannose isomerase at near-saturating mannose 6-phosphate. P34949. coupled PMI enzyme assay, resazurin fluorescence, 20 min; active compounds read high; 1 = untreated enzyme, 0 = substrate-free blank. activation factor at 20 µM. 0.34% of 190,000 active;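 active means activation factor of 2 or more at 20 µM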
# Target sequence (P34949 whole entry, looked up): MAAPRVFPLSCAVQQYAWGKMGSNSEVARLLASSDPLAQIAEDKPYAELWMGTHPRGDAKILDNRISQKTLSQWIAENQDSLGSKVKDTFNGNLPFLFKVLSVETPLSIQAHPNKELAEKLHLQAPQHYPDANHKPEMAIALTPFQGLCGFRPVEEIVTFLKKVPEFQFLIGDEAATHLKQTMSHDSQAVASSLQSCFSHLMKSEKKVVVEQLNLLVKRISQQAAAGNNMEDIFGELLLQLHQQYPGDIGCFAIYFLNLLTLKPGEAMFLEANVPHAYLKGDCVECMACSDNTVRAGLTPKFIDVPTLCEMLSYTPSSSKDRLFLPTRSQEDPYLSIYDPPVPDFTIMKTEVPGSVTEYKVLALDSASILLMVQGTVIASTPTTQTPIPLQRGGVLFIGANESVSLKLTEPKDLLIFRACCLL
#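 Technique: Diaphorase-driven resazurin-to-resorufin fluorescence, excitation 544, emission 590 nm | Assay system: Human PMI in coupled enzyme assay | Times: Enzyme reaction with compound 20 min at room temperature | Medium: HEPES-buffered pH 7.4 with magnesium and detergent | Reagent: Mannose-6-phosphate 1.0 mM (near-saturating) plus 0.22 mM NADP+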
# TNAP act hiacc: activators of human TNAP at high phosphate acceptor concentration. purified TNAP, CDP-star luminescence, 1 M DEA, 30 min; active compounds read high; 0 = EDTA background, 1 = DMSO-only activity. activation factor at 20 µM. 200,000 tested, under 10 active. AID 1136;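 active means activation factor at least 2 at 20 µM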
# Target sequence (P05186 whole entry, looked up): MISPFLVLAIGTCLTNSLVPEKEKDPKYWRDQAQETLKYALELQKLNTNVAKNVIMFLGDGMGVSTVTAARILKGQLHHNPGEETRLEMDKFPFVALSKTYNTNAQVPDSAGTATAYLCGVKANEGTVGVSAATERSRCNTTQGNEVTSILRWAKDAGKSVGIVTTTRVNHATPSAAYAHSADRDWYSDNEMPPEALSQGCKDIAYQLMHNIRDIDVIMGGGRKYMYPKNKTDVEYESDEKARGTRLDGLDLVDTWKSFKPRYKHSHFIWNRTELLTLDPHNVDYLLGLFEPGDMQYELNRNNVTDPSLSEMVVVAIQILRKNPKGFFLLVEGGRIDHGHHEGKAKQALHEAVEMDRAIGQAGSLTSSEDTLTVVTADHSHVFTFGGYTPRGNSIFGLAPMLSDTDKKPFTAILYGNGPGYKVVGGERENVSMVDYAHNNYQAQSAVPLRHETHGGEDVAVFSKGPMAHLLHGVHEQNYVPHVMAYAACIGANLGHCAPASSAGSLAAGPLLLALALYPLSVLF
#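 Test system – human TNAP · Doses – 20 µM single point · Incubation – 30 min, room temperature · Signal – luminescent substrate turnover signal · Read-out basis – activation factor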
# PMI act: increases human mannose-6-phosphate isomerase activity; activation factor at 20 µM; 0.005% of 190,000 active; purified human PMI, coupled resazurin fluorescence, 20 min; active compounds read high; 1 = vehicle control, 0 substrate-free wells; AID 1214; P34949;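 active means activation factor of 2 or more at 20 µM, relative to plate controls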
# TNAP inh noacc: inhibitors of human TNAP without phosphate acceptor; purified TNAP, CDP-star luminescence, 30 min; inhibition, % at 20 µM; 0.26% of 200,000 active;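 active means tissue-nonspecific alkaline phosphatase inhibition above about 50% at 20 µM in the single-dose screen, limit read from the data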;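 further: 0% = DMSO negative control and 100% = EDTA positive control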
# bIAP inhibitor: blocks bovine intestinal alkaline phosphatase activity. 190,000 tested, under 10 active. AID 1019. inhibition, % at 20 µM. purified bovine IAP, CDP-star luminescence, 30 min;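 active means over 50% inhibition of intestinal alkaline phosphatase at 20 µM in the single-dose screen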
#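 test system = bovine IAP enzyme | medium = DEA buffer 100 mM, pH 9.8, with MgCl2 1.0 mM, ZnCl2 0.02 mM | detection = luminescence | dosing = single compound dose of 20 µM, 2% DMSO final | incubation = 30 min reaction at room temperature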
# bIAP act: intestinal alkaline phosphatase (bovine) activation | purified bovine IAP, CDP-star luminescence, 30 min; active compounds read high; fold of DMSO-control signal, blank-subtracted | activation factor at 20 µM | 0.17% of 200,000 active | AID 1016;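 active means activation factor of 2 or more at 20 µM, a signal rise over negative controls twice the positive control's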
# Diaphorase act: diaphorase activation or chemical reduction counter-screen | Diaphorase/resazurin coupled assay, resorufin fluorescence, 16 min; active compounds read high; 1 = vehicle wells, 0 = NADH-free wells | 0.005% of 190,000 active | activation factor at 20 µM;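 active means diaphorase activity raised at least twofold by the compound at 20 µM; inactive means activation factor below 2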
#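 Test system: Clostridium kluyveri diaphorase, purified enzyme. Buffer or medium: 50 mM HEPES pH 7.4 buffer plus MgCl2 and Tween 20. Also added: 0.114 mM NADH and 0.1 mM resazurin, final amounts. Dosing: compound 20 µM once, DMSO 1%. Schedule: 16 min enzyme reaction, ambient temperature. Detection: fluorescence of resorufin, 544 nm excitation, 590 nm emission.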
# Diaph inh CS: diaphorase inhibition or chemical oxidation counter-screen; diaphorase resazurin-to-resorufin fluorescence, NADH, 16 min; bacterial (C. kluyveri) enzyme, not human; inhibition, % at 20 µM; 0.69% of 190,000 active; AID 1217;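 active means primary screen inhibition at 20 µM above a set limit, cut at about 50% in these data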;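 further: plate controls were DMSO with full reaction for no effect and wells lacking NADH for full effect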
#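 Assay system – diaphorase enzyme from Clostridium kluyveri · Amount – diaphorase 0.14 U/mL (working solution) · Times – reaction incubation of 16 min at room temperature · Controls – No-NADH positive control and DMSO neutral control · Signal – resorufin fluorescence 544/590 nm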
# TNAP inh hiacc: blocks human TNAP under high phosphate acceptor concentration; P05186; inhibition, % at 20 µM; 0.03% of 200,000 active; purified TNAP, CDP-star luminescence, 1 M DEA;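 active means over 50% inhibition of tissue-nonspecific alkaline phosphatase at 20 µM in the single-dose screen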;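 further: plate controls were DMSO wells for no effect and EDTA-quenched wells as full inhibition for full effect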
# * = called active by the depositor; · = no result given.
SMILES,L major viab,PMI act hi M6P,TNAP act hiacc,PMI act,TNAP inh noacc,bIAP inhibitor,bIAP act,Diaphorase act,Diaph inh CS,TNAP inh hiacc
COC(=O)c1ccc(COC(=O)c2ccccn2)cc1,4.5,0.9,1,0.9,-11.2,-16.0,1.2,1,3.3,-2.9
O=C(COc1ncnc2ccccc12)c1ccc2c(c1)OCCO2,-2.3,1.2,1,1.2,-4.5,3.9,1,1.1,-11.2,2.9
COc1ccccc1N1CCN(C(=O)c2ccc3[nH]c4c(c3c2)CC(C)CC4)CC1 (configuration not stated),98.8*,1,1,1,-16.9,7.0,0.9,0.9,11.7,-1.7
CCN(CC)CCn1c(=S)[nH]c2ccc(Cl)cc2c1=O,5.3,1,1,0.9,0.4,4.4,1,0.9,8.5,-1.6
CCCc1n[nH]c2c1/C(=N/O)CC(c1ccccc1)C2 (configuration not stated),80.9*,0.9,1,0.9,-18.3,-0.9,1,0.9,10.1,2.3
Cc1ccc(OCC(O)CN2C(=O)NC(C)(C)C2=O)c(C)c1 (configuration not stated),-2.9,0.9,1.1,0.9,-8.8,-7.2,1.1,0.8,20.2,-6.5
FC(F)(F)c1nnc2ccc(N3CCCC3)nn12,2.2,0.9,1,0.9,-4.3,8.1,0.9,0.9,11.9,1.8
COc1cc(/C=C/c2nc(-c3ccccc3O)n[nH]2)cc(OC)c1OC,17.3,1,1,0.8,-81.5,17.4,0.8,0.9,14.2,3.2
COCCNC(=O)C(=O)NCCN1CCOCC1,-4.7,0.9,1,0.9,-4.7,-21.8,1.2,0.8,15.3,0.3
Cc1ccccc1NC(=O)/C(C#N)=C/c1ccsc1,-1.9,1.1,1,1,-5.4,16.5,0.8,0.9,11.9,-0.9
COc1cccc(OC)c1-c1nnc(-c2cn(C)c3ccccc23)o1,-5.1,1,1,1,-6.6,13.4,0.9,0.9,11.7,-1.1
C/C(=N\NC(=O)C(c1ccncc1)N1CCOCC1)c1ccc(Br)cc1 (configuration not stated),-4.3,1,1,0.9,-7.1,3.3,1,1,2.9,-0.8
COc1ccc(CCn2c(N)cc(=O)[nH]c2=S)cc1OC,-1.0,1,1,0.9,-3.4,11.5,0.9,0.8,15.2,-2.8
O=C(O)c1ccc(COc2ccc3ccccc3c2/C=C2/NC(=O)N(Cc3ccc(F)cc3)C2=O)cc1,-2.1,0.5,1,0.7,1.0,-6.3,1.1,0.6,38.6,1.0
CCCCC(=O)N/N=C(\C)c1cccc(NC(=O)C2CC2)c1,-2.3,1.1,1,1.1,-2.2,7.2,0.9,1,2.1,1.0
CC1=C(C(=O)Nc2ccccc2)C(c2ccc(O)cc2)N2C(=O)CSC2=N1 (configuration not stated),0.2,1,1,1,-7.5,9.5,0.9,0.9,14.7,-4.9
Cc1cc(=O)n2c(C)n[nH]c2n1,-6.8,0.9,1,0.9,-7.0,4.1,1,0.8,18.9,-2.9
COc1ccc(C2CC(c3ccc(Cl)cc3)=NN2C(=O)c2cccc([N+](=O)[O-])c2)cc1 (configuration not stated),17.1,0.8,1,0.8,-4.6,22.1,0.8,0.8,15.7,0.3
C=CCN1C(=O)C2C3C=CC(C2C1=O)C1C2C(=O)N(CC=C)C(=O)C2C31 (configuration not stated),0.5,1,1,0.9,-3.4,-1.1,1,1.1,-6.4,-0.7
COc1cc(C(C(=O)NC(C)(C)C)N(Cc2ccc3c(c2)OCO3)C(=O)c2cnccn2)cc(OC)c1OC (configuration not stated),-3.8,1.1,1.1,1,-9.4,-5.7,1.1,1.1,-6.3,-5.7
Cc1c(NC(=O)/C(C#N)=C/c2ccc(-c3ccccc3Cl)o2)c(=O)n(-c2ccccc2)n1C,6.2,0.9,1,0.8,-7.1,29.5,0.7,0.8,17.7,1.8
O=C(/C=C\c1ccc2c(c1)OCO2)NC1(C(=O)Nc2ccc3c(c2)OCCO3)CCCCC1,9.2,0.9,1,0.9,-3.8,-10.1,1.1,0.9,6.6,0.9
Cn1c(CNc2cccc(Cl)c2)nnc1SCC(=O)OC1CCCCC1,-4.0,1,1.1,0.9,-2.3,8.2,0.9,0.9,14.7,-9.1
CCCNC(=S)N1CCN(CC)CC1,1.2,1.1,1,1,-37.8,10.0,0.9,0.9,11.4,-2.3
Cc1ccc(-c2nnn(CC(=O)N(CC3CCCO3)C(C(=O)NC3CCCCC3)c3ccc(F)cc3)n2)o1 (configuration not stated),2.3,1,1.1,1,-15.1,-8.4,1.1,0.9,10.6,-13.8
CCN(CC)c1ccc(/C=C(\C#N)c2ccccn2)cc1,12.2,0.9,0.8,0.9,10.7,5.7,0.9,0.9,9.6,15.9
CCOC1OC(=O)C(Cl)=C1Nc1ccc(C)cc1C (configuration not stated),1.1,1.1,1,1,-10.2,8.7,0.9,0.9,6.8,-2.7
Cc1cs/c(=N\N=C\c2ccccc2)n1Cc1ccco1,0.2,1.1,0.9,0.9,6.3,-24.2,1.2,0.9,5.9,8.9
CC(C)CCN1C(=O)c2ccc(C(=O)OCn3nnc4ccccc4c3=O)cc2C1=O,1.7,1,1.1,1,-10.0,1.3,1,0.8,22.6,-5.7
CCC(=O)N1CCN(c2ccc(Cl)cc2NC(=O)Cc2ccc(Cl)cc2)CC1,31.2,1,1.1,0.9,-11.4,-1.2,1,0.9,7.0,-8.3

# 4 compounds from above, limited to PMI act, Diaphorase act and TNAP inh noacc.
canonical_smiles | PMI act | Diaphorase act | TNAP inh noacc
COCCNC(=O)C(=O)NCCN1CCOCC1 | 0.9 | 0.8 | -4.7
Cc1ccccc1NC(=O)/C(C#N)=C/c1ccsc1 | 1 | 0.9 | -5.4
COc1cccc(OC)c1-c1nnc(-c2cn(C)c3ccccc23)o1 | 1 | 0.9 | -6.6
C/C(=N\NC(=O)C(c1ccncc1)N1CCOCC1)c1ccc(Br)cc1 (configuration not stated) | 0.9 | 1 | -7.1

# One compound at a time (already shown). Order of screens: L major viab, PMI act hi M6P, TNAP act hiacc, PMI act, TNAP inh noacc, bIAP inhibitor, bIAP act, Diaphorase act, Diaph inh CS, TNAP inh hiacc
# CCOC1OC(=O)C(Cl)=C1Nc1ccc(C)cc1C (configuration not stated) in the list: 1.1, 1.1, 1, 1, -10.2, 8.7, 0.9, 0.9, 6.8, -2.7
# Cc1c(NC(=O)/C(C#N)=C/c2ccc(-c3ccccc3Cl)o2)c(=O)n(-c2ccccc2)n1C in the list: 6.2, 0.9, 1, 0.8, -7.1, 29.5, 0.7, 0.8, 17.7, 1.8

# Remaining list, next part:
SMILES,L major viab,PMI act hi M6P,TNAP act hiacc,PMI act,TNAP inh noacc,bIAP inhibitor,bIAP act,Diaphorase act,Diaph inh CS,TNAP inh hiacc
Cc1nc(N2CCN(c3ccccc3)CC2)[nH]c(=O)c1CCC(C)C,-0.2,0.8,1,1,-4.2,-26.4,1.3,1,2.6,-4.7
CN1CC(c2ccc(C#N)cc2)C2(COc3ccccc3C2=O)C12C(=O)Nc1ccccc12 (configuration not stated),90.0*,0.9,1,0.8,-4.3,-1.0,1,0.8,20.4,-3.4
O=C(NC(=S)Nc1cccc(NC(=S)NC(=O)c2ccco2)n1)c1ccco1,-6.8,1,1,0.9,-6.0,17.3,0.8,0.8,16.6,-2.8
Cc1cc2c(N3CCCCC3C)ncnc2s1 (configuration not stated),9.7,1,1,1,-9.5,8.4,0.9,0.9,9.0,3.2
Cc1cccn2c(=O)c(/C=C(\C#N)C(N)=O)c(N3CCN(Cc4ccc5c(c4)OCO5)CC3)nc12,65.0*,1,0.9,0.9,-1.3,26.4,0.7,0.9,10.7,8.0
CCOC(=O)[C@@H]1C(c2c(OC)cc(OC)cc2OC)=NO[C@@H]1C(=O)OCC,-2.8,1,1,1.1,-10.0,2.5,1,1,-4.7,-4.3
CNC(=O)c1cc2cc(Cc3ccccc3Cl)ccc2oc1=O,2.9,1,1,1,-3.2,3.5,1,1,-4.3,0.6
CN(CCc1ccccn1)C(=O)CN(C)S(=O)(=O)c1ccc2c(c1)c(=O)n(C)c(=O)n2C,20.6,0.9,1,0.9,-10.6,9.3,0.9,0.9,13.1,-3.4
Cc1ccc(-n2ncc3c(=O)[nH]c(SCC(=O)N4CCCC4)nc32)cc1C,10.5,1.1,1,1.1,-7.3,5.3,0.9,1,3.5,-3.4
COC(=O)c1ccc(Oc2cc(C)nc(SC)n2)cc1,-9.9,1,1,1,-8.6,9.9,0.9,0.9,5.3,-3.4
NC(=O)c1ccc(NC(=O)C2CC2)cc1,-5.4,0.9,1,1,-10.8,22.9,0.8,0.9,11.0,-4.2
CC(=O)c1cccc(NC(=O)N2CCCC2C(=O)Nc2cc(C)ccc2C)c1 (configuration not stated),-2.7,1,1,1,-4.8,3.3,1,1,0.8,3.0
CC(=O)NC1(c2ccccc2)CCN(Cc2nnnn2C(C)(C)C)CC1,-5.0,1,1,0.9,-4.6,-3.0,1,1,3.2,4.0
O=C1CSC(c2cccnc2)N1c1ccc(Cl)cc1 (configuration not stated),29.0,0.9,1,1,-13.6,3.1,1,0.9,6.6,-4.4
O=C(O)CCCC(=O)NCCCc1ccccc1,-9.2,1,1.1,0.9,-9.1,5.9,0.9,0.9,14.0,-5.6
Cc1ccc(CNC(=O)c2ccc(CN3CCOCC3)cc2)cc1,1.7,1,1.1,1.1,-6.0,0.5,1,1,-4.3,-5.8
C=CCn1c(SCc2ccccc2)nnc1-c1cccnc1,-4.4,1,1,1,-8.4,14.4,0.9,0.9,9.7,0.1
O=C(O/N=C1/CCCc2occc21)c1ccccc1,1.1,1,1.1,1,0.6,13.8,0.9,0.9,7.1,-5.4
COc1ccc(C2Nc3ccccc3C(=O)N2NS(C)(=O)=O)cc1OC (configuration not stated),1.3,1,1,1,-13.2,-6.7,1.1,0.9,6.1,-1.6
COc1ccc(-c2nsc3c(N4CCCC4)ncnc23)cc1,-1.9,1.1,1,1.1,-11.9,4.8,1,1,-3.8,-4.4
CC(C)c1ccc(/C=C/C(=O)Nc2nn[nH]n2)cc1,4.7,1.1,1.1,1.2,-9.5,22.9,0.8,0.9,10.3,-6.1
Cc1cc(N/N=C/c2ccccc2Br)nc2ccccc12,52.3*,1.1,1,1,-2.5,·,0.5,1,-1.8,-4.4
S=c1[nH]ncn1-c1ccccn1,-8.7,0.9,1.1,0.8,-15.3,10.0,0.9,0.7,33.7,-5.3
Cc1nnc2n(C3CCCCC3)c(=O)c3c4c(sc3n12)COC(C)(C)C4,16.6,1,1,1,-11.5,3.2,1,0.9,6.6,-3.1
